Runt-SMMHC FRET – inhibitors of RUNX1 Runt–CBFb-SMMHC binding, primary screen, biochemical, FRET, Cerulean-Runt, Venus-CBFb-SMMHC, uHTS; Cerulean-Runt/Venus-CBFb-SMMHC FRET ratio 530/480, 1 h; inhibition, % at 20 µM; hit rate 0.74% among 220,000;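 active means mean inhibition across duplicate retests at 20 µM reaching about 50%, limit read from the data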;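 further: 0% = DMSO wells and 100% = wells with excess untagged CBFb-SMMHC; inhibitors lower the FRET ratio by blocking Runt binding to CBFb-SMMHC; some results filed as inactive read as strong as hits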
RBBP9 inh – human RBBP9 inhibitors, primary screen, biochemical, fluorescence polarization, FP-Rh probe, HTS | Serine hydrolase RBBP9 (Homo sapiens), O75884 | recombinant RBBP9 | inhibition, % at 7.94 µM | hit rate 0.2% among 220,000 | AID 1515, 2009;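 active means inhibition above the campaign mean of all tested compounds plus 3 SD, cut at about 14% in these data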;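 further: plate controls were DMSO wells with RBBP9 for no effect and wells lacking RBBP9 protein for full effect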
Target sequence (O75884 whole entry, looked up): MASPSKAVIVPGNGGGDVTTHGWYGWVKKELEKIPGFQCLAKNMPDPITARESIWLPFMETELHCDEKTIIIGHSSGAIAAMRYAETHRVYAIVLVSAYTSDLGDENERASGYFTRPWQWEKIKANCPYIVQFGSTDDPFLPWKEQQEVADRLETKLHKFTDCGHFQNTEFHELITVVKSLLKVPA
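Test system: recombinant human RBBP9. Quantity: 2.5 µM RBBP9 dispensing solution, before mixing. Detection: FP readout at 525/598 nm. Reagent: Serine-hydrolase probe FP-Rh, 375 nM pre-mixing. Measure: % inhibition. Control set: DMSO-treated enzyme wells and wells lacking RBBP9. Buffer or medium: Tris-NaCl-Pluronic buffer, pH 8.0. Times: preincubation 30 min plus labeling 45 min at 25 °C.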
NPY1 pot ag – NPY-Y1 receptor potentiators or agonists, primary screen, cell-based; Neuropeptide Y receptor type 1 (Homo sapiens), P25929; NPY-Y1 expressing cells, potentiator/agonist activation; activation, % at 3.6 µM; hit rate 0.37% among 220,000; AID 1304, 2008; in the data active means activation above about 33%, passing the limit was not always enough;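 further: cells stimulated with NPY at EC10 then isoproterenol at EC100; 0% = low agonist plus stimulus and 100% = saturating agonist plus stimulus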
Target sequence (P25929 whole entry, looked up): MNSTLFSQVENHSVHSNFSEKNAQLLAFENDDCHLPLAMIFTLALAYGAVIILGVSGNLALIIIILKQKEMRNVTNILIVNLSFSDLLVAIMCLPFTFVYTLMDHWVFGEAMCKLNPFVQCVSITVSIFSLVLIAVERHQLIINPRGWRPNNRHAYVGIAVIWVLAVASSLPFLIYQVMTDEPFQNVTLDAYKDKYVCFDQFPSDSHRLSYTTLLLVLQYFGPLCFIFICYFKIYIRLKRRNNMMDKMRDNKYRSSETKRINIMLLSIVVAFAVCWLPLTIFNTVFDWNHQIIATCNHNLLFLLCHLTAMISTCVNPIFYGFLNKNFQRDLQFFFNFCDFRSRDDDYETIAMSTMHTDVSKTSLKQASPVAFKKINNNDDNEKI
p97 inhibitor – inhibitors of human p97 ATPase, primary screen, biochemical | Transitional endoplasmic reticulum ATPase (Homo sapiens), P55072 | recombinant p97 ATPase, Kinase-Glo ATP luminescence, 3 h | inhibition, % at 8 µM | hit rate 0.42% among 220,000 | AID 1481, 2009; in the data active means inhibition above about 15%;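 further: 0% = DMSO vehicle and 100% = wells lacking enzyme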
MDM2 E3 inh – MDM2-luciferase reporter signal enhancers, primary screen, MDM2 E3 ligase inhibitor project, cell-based, luminescence, 1536-well. E3 ubiquitin-protein ligase Mdm2 (Homo sapiens), Q00987. cell-based MDM2 ubiquitination luciferase reporter, 2 h; 0 = plate control, 100 = twice control, blank-subtracted. signal enhancement, % at 5 µM. hit rate 0.11% among 210,000. AID 1230, 2008;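 active means signal enhancement of 30% or more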;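 further: luminescence tracks abundance of the self-degrading MDM2-luciferase fusion protein; higher signal means inhibition of MDM2 E3 ligase activity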
Target sequence (Q00987 whole entry, looked up, the tested form may be a part): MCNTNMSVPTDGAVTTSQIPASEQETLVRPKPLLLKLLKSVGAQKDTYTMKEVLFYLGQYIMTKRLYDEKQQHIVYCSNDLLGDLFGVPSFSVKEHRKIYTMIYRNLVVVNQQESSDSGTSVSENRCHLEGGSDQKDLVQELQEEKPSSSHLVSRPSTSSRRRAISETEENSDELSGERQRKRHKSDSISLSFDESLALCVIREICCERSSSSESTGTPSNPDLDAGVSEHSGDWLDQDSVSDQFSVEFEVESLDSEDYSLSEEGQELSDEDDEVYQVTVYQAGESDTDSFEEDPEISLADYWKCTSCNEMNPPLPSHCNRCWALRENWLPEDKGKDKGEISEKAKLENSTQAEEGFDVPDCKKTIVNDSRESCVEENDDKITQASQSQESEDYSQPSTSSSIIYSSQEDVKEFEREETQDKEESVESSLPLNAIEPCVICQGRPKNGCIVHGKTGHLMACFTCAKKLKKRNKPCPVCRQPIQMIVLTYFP
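test system = mammalian cells stably expressing self-ubiquitinating, self-degrading MDM2 E3–luciferase fusion | quantity = 2000 cells/well | incubation = cell settling 4 h, compound treatment 2 h, both 37 °C | signal = luminescence with SteadyLite reagent, 15 min at room temperature | evaluation = % enhancement relative to plate controls after blank subtraction | benchmarks = plate controls and plate blanks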
Hck Nef HTS – inhibitors of Nef-activated human Hck kinase, primary screen, biochemical, Z-Lyte FRET, 384-well, Hck-YEEI. Tyrosine-protein kinase HCK (Homo sapiens), P08631. Recombinant Hck-YEEI plus Nef, Z-Lyte FRET kinase assay. inhibition, % at 20 µM. hit rate 0.68% among 220,000;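 active means Hck-Nef kinase inhibition above about 50%, limit read from the data; inactive means inhibition below that limit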;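 further: 0% = DMSO with Hck plus Nef and 100% = Hck alone without Nef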
NPY Y1 blocker – NPY-Y1 receptor antagonists, primary screen, cell-based; HEK293-CNG Y1 cells, membrane potential fluorescence; NPY at EC95, then isoproterenol; inhibition, % at 3.6 µM; hit rate 1% among 200,000; AID 1040, 2008;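 active means inhibition above the campaign mean inhibition of all tested compounds plus 3 SD, cut at about 20% in these data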;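 further: 0% = DMSO wells given NPY plus isoproterenol and 100% = isoproterenol alone without NPY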
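Assay system: HEK293 Y1/CNG channel cell line; Doses: single compound dose of 3.6 µM, 0.4% DMSO; Timing: dye 3 h, compound 60 min room temperature, stimulation 45 min; Technique: Membrane-potential fluorescent dye readout; Measure: % inhibition of NPY effect.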
Runt-CBFb FRET – inhibitors of RUNX1 Runt–CBFb binding, primary screen, biochemical, FRET, Cerulean-Runt, Venus-CBFb, uHTS | Cerulean-Runt/Venus-CBFb FRET ratio 530/480, 1 h | Runt-related transcription factor 1 (Homo sapiens) + Core-binding factor subunit beta … | hit rate 0.46% among 220,000 | inhibition, % at 20 µM;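 active means inhibition over about 50% at 20 µM in the single-dose screen, limit read from the data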;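 further: 0% = DMSO wells and 100% = excess unlabeled CBFb competitor control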
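Buffer or medium: Tris pH 7.5 buffer with BSA. Assay system: Cerulean-labeled Runt domain protein. Amount: each fluorescent fusion protein 100 nM. Read-out basis: loss of energy transfer signal. Incubation: 1 h compound exposure, room temperature. Probe or stimulus: Venus-CBFb binding partner, 100 nM. Detection: FRET, excitation 422 nm, emission at 530 and 480 nm.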
NPY2 pot ag – NPY-Y2 potentiators or agonists, primary screen, cell-based; Neuropeptide Y receptor type 2 (Homo sapiens), P49146; cells expressing NPY-Y2, potentiator/agonist read-out; activation, % at 3.6 µM; hit rate 0.45% among 220,000; AID 1359, 2008; in the data active means activation above about 27%;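 further: cells stimulated with NPY near EC25 plus isoproterenol at EC100; 0% = vehicle plus submaximal agonist and 100% = vehicle plus saturating agonist; some results beyond the cut were filed as inactive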
Active calls of the source: *; x = not tested or not shown. The order is random; any-hit rate near 3.5%.

SMILES	Runt-SMMHC FRET	RBBP9 inh	NPY1 pot ag	p97 inhibitor	MDM2 E3 inh	Hck Nef HTS	NPY Y1 blocker	Runt-CBFb FRET	NPY2 pot ag
CCOC(=O)NN1C(=O)c2ccccc2NC1c1ccc(OC)cc1 (centres undefined)	5	1	-48	0	-5	5	6	3	-21
COc1cc(OC)c(C(=O)OCC(=O)N2CC(=O)Nc3ccccc32)cc1OC	0	-9	-5	0	-8	27	2	0	12
COc1ccc(C(=O)NNC(=O)Nc2ccc(C)cc2)cc1	0	-9	5	-3	2	-1	8	-4	19
CC1CCCN(C(=O)C(Cc2ccccc2)n2cccc2)C1 (centres undefined)	-1	-8	2	-9	-3	0	9	4	4
O=C(CSc1ccccc1Cl)NC1CCCc2ccccc21 (centres undefined)	2	-7	-18	-1	1	1	3	2	3
COc1ccccc1NC(=O)Nc1ccc2[nH]c(=O)[nH]c2c1	-2	1	0	3	-27	18	1	1	4
Cc1cc(C(F)(F)F)nn1CC(=O)N1CCCC1	-1	3	-7	1	-10	1	-4	-2	-1
COc1ccc(C(=O)Nc2nc3ccc(S(C)(=O)=O)cc3s2)cc1OC	2	-4	-7	4	-12	-1	-1	1	11
CN=C1S/C(=C\c2ccc(Sc3ccc(Cl)cc3)o2)C(=O)N1C	7	-4	10	-1	-13	0	4	2	-8
CC(C)(C)[C@@H]1C=C(C(=O)N2CCN(Cc3ccccc3)CC2)O[C@H](OCCCCO)C1	-2	5	-8	-3	x	16	-3	-2	-21

Two of the compounds above, with two lines to a compound.
Screens in order: Runt-SMMHC FRET	RBBP9 inh	NPY1 pot ag	p97 inhibitor	MDM2 E3 inh	Hck Nef HTS	NPY Y1 blocker	Runt-CBFb FRET	NPY2 pot ag
- COc1ccccc1NC(=O)Nc1ccc2[nH]c(=O)[nH]c2c1
→ -2	1	0	3	-27	18	1	1	4
- CN=C1S/C(=C\c2ccc(Sc3ccc(Cl)cc3)o2)C(=O)N1C
→ 7	-4	10	-1	-13	0	4	2	-8

Going on with the list:
SMILES	Runt-SMMHC FRET	RBBP9 inh	NPY1 pot ag	p97 inhibitor	MDM2 E3 inh	Hck Nef HTS	NPY Y1 blocker	Runt-CBFb FRET	NPY2 pot ag
NC(=O)c1ccc2nc(NC(=O)c3ccc(N)cc3)sc2c1	2	-2	23	13	-41	43	-5	-4	31*
CCOc1ccc(S(=O)(=O)N2c3ccccc3CC2C)cc1 (centres undefined)	-5	-14	-27	-4	-2	-10	38*	3	-10
CCCC(=O)Nc1cccc(NC(=O)CN2CCN(c3ccccc3OC)CC2)c1	3	-6	5	-4	15	3	1	0	0
CC(=O)Nc1ccc(S(=O)(=O)NCC(=O)OCC(=O)NC(=O)C2CCCCC2)cc1	-1	-8	-5	5	-4	-20	3	-2	3
O=c1c2c3c(sc2n2cnnc2n1CCc1ccccc1)CCCC3	5	2	-25	4	-15	5	3	-3	-3
COc1ccc2oc(-c3ccc(NC(=O)c4ccc(N5CCOCC5)c([N+](=O)[O-])c4)cc3)nc2c1	0	-4	9	2	-12	4	-1	-10	-4
Cc1cc(C)n(/N=C/c2cccc([N+](=O)[O-])c2)c(=O)c1	7	-5	-5	-3	-7	-2	-1	-1	2
COc1cc(/C=N/OCC(=O)NC23CC4CC(CC(C4)C2)C3)ccc1OCc1ccccc1	-3	-11	-26	-14	-8	0	11	-2	-12
O=C(CSc1nnc(C2COc3ccccc3O2)o1)NC1CCCCC1 (centres undefined)	1	-1	-4	1	-6	2	8	0	11
Cc1cccc(NC(=O)c2cccc(N3C(=O)C4C5CCC(C5)C4C3=O)c2)c1C (centres undefined)	-8	-4	23	2	13	0	2	-2	-2
CCc1nnc(NS(=O)(=O)c2ccc(NC(=S)NC(=O)/C=C/c3ccccc3)cc2)s1	-3	0	0	1	-2	5	-1	-4	-4
COc1ccc2oc(=Nc3ccccc3)c(-c3nc4ccccc4[nH]3)cc2c1	-20	-11	5	3	-9	12	-1	-33	6
C[C@H](NC(=O)OC(C)(C)C)C(=O)N/N=C/C1=Cc2ccccc2OC1	-4	6	30	11	-20	10	x	-2	-10
CCCS(=O)(=O)c1nc(S(=O)(=O)c2ccc(C)cc2)c(NCCN2CCOCC2)s1	3	-1	-6	0	-16	2	-8	-1	-4
O=C(CSc1nnc(Cc2ccccc2)o1)Nc1ccc(Br)cn1	1	-8	-39	-3	-13	0	-8	1	-18
CCOC(=O)CN1C(=O)S/C(=C/c2cc(C)n(-c3ccccn3)c2C)C1=O	-20	-1	-6	-2	-4	1	1	0	2
COC(=O)C1=C(C)NC(=O)C1(NC(=O)c1cccnc1)C(F)(F)F (centres undefined)	-4	1	8	5	1	2	-4	0	11
N#C/C(=C/c1ccc(-c2cc([N+](=O)[O-])ccc2Cl)o1)C(N)=O	-42	5	12	10	x	33	x	-55	3
O=C(CSc1ncccn1)N1CCCc2ccccc21	1	-6	8	4	4	19	4	0	-20
Cc1cccc(NC(=O)C2(c3ccccc3)CC2(Cl)Cl)c1 (centres undefined)	-2	-14	6	1	6	1	2	x	-6
OCCC1CN(Cc2cn[nH]c2C2CCCCC2)CCN1C1CCCCC1 (centres undefined)	x	-10	-32	-8	-23	12	6	x	-6
Cc1nn(Cc2ccccc2Cl)c(C)c1C(=O)N1CCN(c2ccccc2)CC1	0	-7	7	-1	0	1	12	-1	116*
O=C1C2CC=CCC2C(=O)N1Cc1ccccc1Cl (centres undefined)	-2	-7	14	1	-2	2	-2	-5	-10
CCOc1ccc2nc(C(=O)N3CCCC(C)C3)sc2c1 (centres undefined)	-5	-7	-1	-6	-17	-3	6	-1	10
O=C(c1cnccn1)N1CCN(c2ccccc2)CC1	0	-5	-19	-6	-15	-1	6	0	-2
CCN(Cc1ccccc1)S(=O)(=O)c1cc(C(=O)c2c(N)n(C)c(=O)n(C)c2=O)ccc1OC	3	-10	-13	0	-18	25	1	-3	5
CC1=NN(c2cccc(Cl)c2)C(=O)C1	0	-5	1	4	x	29	x	-1	2
CC(C)COc1nc2c(c(=O)n(C)c(=O)n2C)n1C	-5	-3	3	10	-4	0	x	0	-8
C[C@@]1([C@@H](NC(=O)c2cccs2)c2ccc(-c3ccccc3)cc2)C[C@H]1C1CCCCC1	1	-10	-15	4	x	1	-4	-4	-2
O=[N+]([O-])c1cccc(-c2nc3ccccc3s/c2=N/O)c1	0	-55	-18	-9	-4	-4	x	0	-23
Cc1cccc(NC(=O)C2CCCN(S(=O)(=O)c3c(C)nn(C)c3C)C2)n1 (centres undefined)	2	-7	11	3	-10	-3	0	1	17
CCOC(=O)c1c(-c2ccc(C)cc2)cn2ccccc12	-4	-1	-15	4	-18	4	0	3	-6
COc1ccc(S(=O)(=O)Nc2ccccn2)cc1OC	-7	-4	-3	3	-9	1	0	0	4
CCn1cnc2c1c(=O)n(Cc1csc(-c3ccccc3)n1)c(=O)n2Cc1ccccc1	-31	-4	-15	1	-14	1	1	-3	-16
O=S(=O)(c1ccccc1)c1cnc(-c2cccnc2)nc1-c1ccc(Cl)c(Cl)c1	-2	-12	-12	-6	0	0	-1	-2	7
COC(=O)c1cc(NC(=O)CSc2nncn2C)cc(C(=O)OC)c1	-1	4	28	1	8	-2	0	0	15
CC(=O)N1c2ccc(N=Cc3cc(Br)cc(Br)c3O)cc2CC1C (centres undefined)	-72	-1	22	11	x	18	x	-23	-15
COc1ccc(OCC(=O)Nc2sc3c(c2C(=O)NCC2CCCO2)CCC3)cc1 (centres undefined)	-11	0	-4	1	-1	1	2	-4	-25
CC(C)CC(NS(=O)(=O)c1cccc(C(=O)O)c1)C(=O)O (centres undefined)	1	-1	-2	2	1	-57	3	-3	2
N#CC1=C2SCN(Cc3ccccc3)CN2C(=O)CC1c1cccs1 (centres undefined)	21	0	4	5	-11	2	3	11	-20
NC(=O)c1ccc(Nc2ccc([N+](=O)[O-])cc2[N+](=O)[O-])cc1	-1	3	6	2	-21	-4	2	0	23
Cn1c(C(=O)N(Cc2ccccc2)Cc2cccs2)cc2sccc21	0	-8	-25	-6	-10	-2	21*	2	-18
CCOC(=O)c1csc(COc2ccccc2Cl)n1	-2	-7	6	-3	-11	16	x	1	-5
CCOCCOC(=O)COc1ccc(N2C(=O)c3ccccc3C2=O)cc1	-3	-11	44*	2	-25	2	-3	-3	11
O=C(Nc1ccccc1)Nc1scc2c1c(=O)oc1ccccc12	-1	-8	-9	5	-14	19	x	-4	-18
CC(C)(C)n1nc2c(c1NC(=O)c1ccc(S(=O)(=O)N3CCCC3)cc1)CS(=O)C2 (centres undefined)	-2	-6	7	2	-14	0	-1	4	7
COc1ccc(-n2nnc3c(SCC(=O)NCC4CCCO4)ncnc32)cc1 (centres undefined)	2	-6	-19	-3	-15	0	-5	-3	-6
COc1cc(NC(=O)c2ccccc2C)c(OC)cc1NC(=O)CN1CCOCC1	3	-5	8	6	5	15	16	2	5
CC1(C)CC(=O)C(C=Nc2cccnc2)=C(O)C1	1	-5	-10	-1	-6	1	3	2	5
NC(=O)C(c1ccccn1)c1ncc(C(F)(F)F)cc1Cl (centres undefined)	3	4	16	1	-93	-11	7	2	5
O=C(COc1ccccc1-c1ccccc1)c1ccccc1	-4	-7	-3	4	-7	0	3	-2	11
O=Cc1cn(-c2ccccc2)nc1-c1cc2cc(O)ccc2oc1=O	57*	5	-54	6	22	52*	22*	94*	-22

Bioassay records: PubChem BioAssay, several laboratories
